FN deposition inh: fibronectin deposition inhibition. hit rate 0.086% among 350,000. inhibition, % at 12.6 µM. AH1F fibroblasts, Alexa488-fibronectin deposition fluorescence, overnight. AID 743247;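 active = mean inhibition across replicates of 30% or more, regardless of how many single replicates reach that level; inconclusive = mean under 30% yet at least half of replicates reach 30%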;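 note: positive control wells lacked labelled fibronectin entirely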
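Material: AH1F fibroblast monolayer depositing Alexa488-labelled fibronectin into matrix / Amount: 10000 AH1F cells per well / Signal: fluorescence 485/525 nm / Medium: DMEM, 2% serum / Compound: single dose, pinned / Incubation: 1 h cell adhesion before compound, then overnight fibronectin incubation / Reagent: Alexa488-FN, 24 nM final / Read-out: inhibition of fibronectin deposition signal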
miR122 inh: miR-122 inhibition in Huh7 cells | Huh7 miR-122 Renilla luciferase sensor, 48 h; neutral wells = 0, positive control = 100 | activation (reporter increase), % at 12.5 µM | hit rate 0.3% among 340,000 | AID 602342;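 active = mean replicate activation score at least 90 and every replicate individually at or above 90; inconclusive = only one of the two criteria met; inactive = neither criterion met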;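 note: higher luciferase means less miR-122 activity so hits act as miR-122 inhibitors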
LGR2 inh: inhibitors of bursicon-induced Drosophila LGR2 receptor cAMP signaling | inhibition, % at 9.99 µM | hit rate 0.35% among 380,000 | HEK293 LGR2, CRE-luciferase, bursicon-stimulated, 4 h | AID 720647;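 active = drop in luminescence signal, shown as inhibition above about 50% in the replicate tests, limit read from the data, passing the limit was not always enough; inconclusive = probably only some replicates passing the limit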;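 note: agonist challenge used bursicon conditioned medium at about half maximal strength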
EWS-Fli block: EWS/Fli transcriptional activity inhibition; inhibition, % at 12.6 µM; A673 NR0B1-luciferase reporter, viability-normalised; hit rate 0.67% among 350,000; AID 651661;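 active = mean inhibition of at least 50% after viability correction, with every replicate also passing that limit; inconclusive = mean reaches 50% but only one of two replicates passes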;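 note: firefly luciferase signal divided by Alamar Blue viability fluorescence both relative to DMSO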
Cneo AK release: causes C. neoformans cell lysis; adenylate kinase release luminescence, 4 h; normalised: neutral wells 0, clomiphene wells 100; lysis activity, % at 15 µM; hit rate 0.2% among 360,000; AID 651654;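 active = mean lysis activity across replicates of at least 80%, whatever share of replicates individually reach that level; inactive = mean lysis activity below 80%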
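Material – Cryptococcus neoformans yeast cells · Quantity – 5 × 10^6 yeast cells/mL · Buffer or medium – YPD medium · Compound – single dose · Timing – 4 h static compound exposure, 37 °C, read 1 h post-reagent · Signal – adenylate kinase release luminescence · Read-out basis – lysis from increased AK signal · Benchmarks – Clomiphene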
PGC1a acetyl inh: PGC1a acetylation modulation, inhibitor mode | AID 651687 | U2OS PGC1a acetylation, AlphaScreen anti-acetyl-lysine; with virally co-expressed GCN5 acetyltransferase | hit rate 0.17% among 350,000 | inhibition, % at 15.6 µM;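 active = every replicate shows inhibition of at least 40%; inconclusive = mean inhibition at least 40% but some replicate below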;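 note: 0% = neutral control wells and 100% = positive control wells; some results beyond the cut were filed as inactive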
PAX8 inh HTS: lowers PAX8-driven luciferase in RMG-I cells; RMG-I TPO-luciferase reporter, SteadyGlo, 24 h; inhibition, % at 12.6 µM; hit rate 1.2% among 360,000;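 active = mean replicate inhibition at least 60% with every replicate also reaching 60%; inconclusive = only one of the two criteria is met; inactive = mean below 60% and not all replicates reaching 60%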;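 note: luciferase light reporting Pax8 driven TPO promoter activity; plate controls were median of neutral control wells for no effect and mitoxantrone controls for full effect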
Casp6 inh: inhibitors of human caspase-6. AID 686996. hit rate 0.53% among 350,000. P55212. purified caspase-6, Z-VEID-R110 cleavage fluorescence. inhibition, % at 12.5 µM;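 active = mean inhibition across replicates at least about 35%, with every replicate also reaching that limit, limit read from the data; inconclusive = only one of the two criteria met; inactive = neither criterion met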;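 note: 0% = median of neutral control wells and 100% = no fluorescence left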
Target sequence (P55212 24-179 limits assumed): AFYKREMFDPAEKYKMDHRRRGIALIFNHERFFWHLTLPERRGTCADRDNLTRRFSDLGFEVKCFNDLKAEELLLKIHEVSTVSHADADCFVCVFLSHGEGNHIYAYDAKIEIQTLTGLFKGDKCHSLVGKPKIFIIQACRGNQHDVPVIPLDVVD
Target sequence (P55212 194-293 limits assumed): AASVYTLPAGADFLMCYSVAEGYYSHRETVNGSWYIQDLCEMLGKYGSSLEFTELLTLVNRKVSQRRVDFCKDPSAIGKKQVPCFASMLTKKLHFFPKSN
An asterisk follows results filed as active; ? = inconclusive; . = not tested or not shown; [ ] = another dose, or the depositor's remark.

SMILES	FN deposition inh	miR122 inh	LGR2 inh	EWS-Fli block	Cneo AK release	PGC1a acetyl inh	PAX8 inh HTS	Casp6 inh
CCN1C(=O)[C@H]2[C@@H](c3ccc(C)cc3)N3C(=O)N(c4ccc(OC)cc4)C(=O)[C@@]3(Cc3ccccc3)[C@H]2C1=O	-4	-2	-12	-3	3	15	-13	5
Cc1ccc(CNS(=O)(=O)c2c(C)[nH]c(C)c2C(=O)N2CCCCC2)o1	-6	12	-20	.	1	-2	6	2
CC(=O)NC12CC3CC(C1)CC(C(=O)Oc1ccc(N(C)S(=O)(=O)c4cc(C)ccc4C)cc1)(C3)C2	11	.	7	-6	0	.	26	1
Cc1ccc(C)c(NC(=O)CCc2ccc(C)o2)c1	-6	7	6	7	-1	5	15	-2
C[C@H](CO)N1C[C@H](C)[C@@H](CN(C)Cc2ccc(C(=O)O)cc2)Oc2ccc(NC(=O)CCCN(C)C)cc2C1=O	.	-5[16.7 µM]	-9	.	0	0	0	3
O=C(Nc1ccc(SC(F)F)cc1)C12CCC(CC1)C2	-4	3	-40	-79	0	6	-61	0
O=C1CN(c2ccc(Br)cc2)C(=O)N1CC(=O)N1CCCc2ccccc21	3	-3	-5	.	1	0	.	.
CCc1nnc(NC(=O)CCN(c2cc(C)cc(C)c2)S(=O)(=O)c2ccc(Cl)cc2)s1	-2	3	8	27	-1	.	13	-3
O=C(NCCc1ccccc1)c1cccs1	-2	-7	.	.	-2	0	-84	.
NC(=O)NC(CC(=O)NCCc1ccccn1)c1ccccc1Cl (centres undefined)	4	0	-1	-35	-1	7	-9	5
CC(C)CN(C(=O)COC(=O)CCN1C(=O)c2ccccc2C1=O)C1CCS(=O)(=O)C1 (centres undefined)	6	-4	.	.	1	0	.	.
COC(=O)C1=C(C)N(Cc2ccc(C(F)(F)F)cc2)C(=NCc2ccccc2C(F)(F)F)NC1c1cccc(Cl)c1 (centres undefined)	10	.	4	8	.	.	-20	-1
O=C(c1ccccc1)N1CCN(C(=S)NCCc2ccccc2)CC1	1	0	-2	-8	-1	18	4	0
Cc1ccc(Cc2c(C3CCCCC3)nc3cc(C)c(Br)c(C)n23)cc1	-8	3	-5	12	-1	8	-1	-3
CC1CCC(C(=O)NC(C(=O)N2CCN(c3ccccn3)CC2)C(C)C)CC1 (centres undefined)	-3	19	-3	.	.	6	.	0
Cc1ccc(NC(=O)CSc2nnc(Cc3ccccc3)o2)c(C)c1	4	.	21	8	.	.	11	18
O=C(CSc1nccn1-c1ccc(F)cc1)NCc1ccc(F)cc1	-8	-1	2	3	.	-16	-4	2
COc1ccc(Cl)cc1NC(=O)NCC1CCN(C(=O)OC(C)(C)C)CC1	1	.	-3	9	-4	?	17	0
Cc1cccc(N=C2NC(=O)/C(=C/c3cn(C)c4ccccc34)S2)c1	5	-1	0	.	.	.	4	.
CSc1ccc(Cl)c(C(=O)Nc2ccc(N3CCOCC3)cc2)c1	-17	-8	-12	-13	-2	.	-11	1
C[C@@H]1CN([C@@H](C)CO)C(=O)Cc2cc(NC(=O)Nc3ccccc3)ccc2O[C@@H]1CN(C)S(=O)(=O)c1cccs1	.	-8[16.7 µM]	-16	3	54	11	-8	0
O=C(Nc1ccc(Cl)cc1)N1C[C@@H]2[C@H](c3ccccc31)[C@H](CO)N2CC1CCCC1	0	50[16.7 µM]	-10	-22	-5	-14	-23	0
C[C@H]1CN([C@@H](C)CO)C(=O)c2cc(NS(=O)(=O)c3ccc(Cl)cc3)ccc2O[C@@H]1CN(C)C(=O)Nc1ccc(C(F)(F)F)cc1	.	2[16.7 µM]	13	-2	.	7	13	.
O=C(Nc1ccc(Cl)c(S(=O)(=O)N2CCCCC2)c1)c1cnccn1	-3	.	.	8	-4	.	2	0
Cc1ccc(NC(=O)CN2C(=O)NC3(CCCc4ccccc43)C2=O)c([N+](=O)[O-])c1 (centres undefined)	8	-6	15	-4	-10	-2	15	-1
C[C@@H]1CC[C@@]2(O[C@@H](CCO)C[C@@H](O)[C@@H]2O)O1	4	-4	.	-3	1	8	-14	-1
c1coc(CNc2ncnc3ccccc23)c1	.	-4	-5	.	1	8	.	0
O=C1C=CC(=O)c2c(O)c(N3CCN(CCO)CC3)c(Cl)c(O)c21	10	-18	-23	38	.	51*	-10	93*
CC(C)CCN(C(=S)NC(=O)C1CCCCC1)c1c(N)n(Cc2ccccc2)c(=O)[nH]c1=O	-4	.	13	2	.	.	14	.
CO[C@H]1CC[C@H]2CCOc3c(C#N)cccc3C(=O)N(C)[C@@H](C)C(=O)N(C)C[C@H]1O2	10	.	-13	-1	22	11	-11	0
C/C=C/C(=O)Nc1cccc(C2=NOC3(C2)C[C@@H](C(N)=O)N(C(=O)c2cc([N+](=O)[O-])cc([N+](=O)[O-])c2)C3)c1 (some centres undefined)	14	-1	8	1	-7	.	19	5
CCc1nnc(NC(=O)C2CCCN(C(=O)c3ccc(Cl)cc3)C2)s1 (centres undefined)	4	.	-20	-47	2	0	-69	0
COc1cc(NC(=O)c2cccc([N+](=O)[O-])c2)ccc1NC(=O)c1ccco1	2	.	.	1	.	.	9	-2
CC(C)OCCCN1C(=O)c2[nH]nc(-c3ccccc3O)c2C1c1cccc(Cl)c1 (centres undefined)	-7	7	.	.	.	-9	26	.
COc1ccc(OC)c(C2C/C(=N/O)C(C)C(c3cc(OC)ccc3OC)N2)c1 (centres undefined)	-6	0	3	1	1	2	4	0
COC(=O)c1ccccc1NC(=O)C(C)c1ccc([N+](=O)[O-])cc1 (centres undefined)	-1	25	-18	-15	.	-8	0	2
CCc1ccc([C@@H]2CC=C(C(=O)O)CN2S(=O)(=O)c2ccc(C)cc2)cc1	-4	2	-1	-4	-2	3	-1	3
CCOc1ccccc1NC(=O)CCC(=O)Nc1nnc(C2CCCCC2)s1	-1	3	3	0	0	2	-2	0
Cc1ccc(-n2ccc(=O)c(C(=O)Nc3ccc(S(=O)(=O)N4CCOCC4)cc3)n2)cc1	-4	6	-15	-6	-3	-1	4	-1
O=C(O)c1ccc(NS(=O)(=O)c2cccc3nsnc23)cc1	.	.	0	1	-3	2	.	4
COCC(=O)N1[C@H](C#N)[C@H](c2ccc(C#CCC3CCCC3)cc2)[C@H]1CO	-5	.	-13	-25	-6	4	-52	3
NS(=O)(=O)c1ccc(CNS(=O)(=O)Cc2ccc(Cl)cc2)cc1	7	1	15	12	-1	13	13	0
C[C@H]1CN([C@@H](C)CO)S(=O)(=O)c2ccc(C#CCN(C)C)cc2O[C@H]1CN(C)Cc1ccc2c(c1)OCO2	4	7[16.7 µM]	1	18	-17	-54	-3	36*
C[C@@H]1CN([C@H](C)CO)C(=O)Cc2cc(NS(=O)(=O)c3ccccc3)ccc2O[C@@H]1CN(C)C(=O)Nc1ccc(F)cc1	-1	5[16.7 µM]	3	-1	1	-5	-18	-4
C[C@@H]1CCCCO[C@H](CN(C)Cc2ccc(C(F)(F)F)cc2)[C@@H](C)CN([C@@H](C)CO)C(=O)c2cc(NC(=O)c3ccccc3)ccc2O1	.	-6[16.7 µM]	-4	16	-1	3	91*	1
C[C@H](CO)N1C[C@H](C)[C@H](CN(C)C)Oc2cc(C#CC3(O)CCCC3)ccc2S1(=O)=O	3	3[16.7 µM]	0	4	5	-9	.	0
NC(=O)c1ncn([C@@H]2O[C@H](C(=O)N[C@H](Cc3c[nH]c4ccccc34)C(=O)N3CCN(C(=O)C4CC4)CC3)[C@@H](O)[C@H]2O)n1	10	.	-12	-3	.	.	7	8
CCOC(=O)Cc1csc(SCC(=O)Nc2ccc3[nH]c(=O)[nH]c3c2)n1	0	-7	-1	-7	0	-4	-12	0
CCCCc1nnc(NC(=O)CN(C)S(=O)(=O)c2ccc(C)cc2)s1	.	5	16	.	1	-15	8	-1
CCOc1ccccc1/C=N/NC(=O)CSc1n[nH]c(=O)[nH]c1=O	4	.	4	3	.	.	-2	-2
O=C(c1ccco1)N(CCCN1CCOCC1)c1nc(-c2ccc(F)cc2)cs1	.	2	9	.	-1	-21	.	-4
CCOc1ccc(C2/C(=C(\O)c3ccc4c(c3)OCCO4)C(=O)C(=O)N2CCCn2ccnc2)cc1OC (centres undefined)	-13	7	-7	-6	1	5	-8	-2
O=C(Cn1nc(CNc2ccc(Cl)cc2)[n+]2c1CCCCC2)c1ccccc1	5	6	-2	0	-10	.	17	-5
Nc1ccc(C(=O)Nc2cccc(N)c2)cc1	2	.	-15	-43	0	.	0	2
COc1cccc(S(=O)(=O)Nc2ccc3c(c2)[C@@H]2C[C@@H](CC(=O)NCCc4ccccc4)O[C@H](CO)[C@@H]2O3)c1	.	77[16.7 µM]	12	-3	-2	0	25	-2
C=CC[C@@H](CC(=O)N(CCO)Cc1ccccc1)C(=O)N[C@@H](COC(=O)[C@@H](CC=C)Cc1ccc(F)cc1)Cc1ccccc1	6	-12	47	2	0	-5	43	-4
CN1CCN(C(=O)C[C@@H]2C[C@H]3c4cc(NC(=O)NC5CCCC5)ccc4O[C@H]3[C@@H](CO)O2)CC1	0	4[16.7 µM]	-19	0	-63	-5	-7	-7
COc1ccc(S(=O)(=O)N2CCN(C(=O)c3ccco3)CC2)c(C)c1C	-10	-8	10	3	3	-25	21	1
CCc1nn(CC(=O)Nc2cc(C)ccc2C)c(=N)s1	-5	-5	7	4	.	-5	-10	0
O=C(C[C@@H]1C/C=C\C[C@H](NC(=O)OCC2c3ccccc3-c3ccccc32)C(=O)OC[C@@H]2CCCN2C1=O)N[C@@H](CO)Cc1ccccc1	5	-1	9	8	0	1	5	-1

(continued)
SMILES	FN deposition inh	miR122 inh	LGR2 inh	EWS-Fli block	Cneo AK release	PGC1a acetyl inh	PAX8 inh HTS	Casp6 inh
COc1ccc(/C=C2\N=C(C)OC2=O)cc1OC(C)=O	-2	.	-2	7	2	-2	7	3
O=C1CC(CCC(=O)NC2CC2)c2ccccc2N1 (centres undefined)	8	2	2	.	2	3	.	.
COc1ccc(-c2sc3ccc(N4CCOCC4)cc3c2-c2ccc(OC)c(F)c2)cc1	-3	-1	-6	18	0	0	5	2
O=C(O)c1cc(S(=O)(=O)NC23CC4CC(CC(C4)C2)C3)ccc1Cl	7	2	2	0	-1	8	-18	2
CCn1cnc2cc(NCc3cccc(OC)c3O)ccc21	.	-3	-41	1	-2	-2	.	2
CC1=Nc2ccc3ccccc3c2C1(C)C	-4	.	-6	5	.	8	-11	-2
C[C@@H]1CN([C@@H](C)CO)C(=O)c2cc(-c3ccncc3)cnc2O[C@@H]1CN(C)C(=O)c1ccncc1	.	-4[16.7 µM]	6	-12	-1	-2	.	0
Cc1cc(C)nc(NS(=O)(=O)c2ccc(NC(=O)c3ccc(O)cc3O)cc2)n1	2	-12	4	-13	0	-14	17	4
CCOC(=O)C(=Cc1ccccc1OC)C(=O)OCC	10	-2	?	6	-4	14	24	1
C[C@H]1CN([C@@H](C)CO)S(=O)(=O)c2ccc(C3=CCCC3)cc2O[C@H]1CN(C)C(=O)CN(C)C	.	-6[16.7 µM]	-2	-6	0	-1	.	-7
CC(=O)N1CCN(c2ccc(N)cc2)CC1	9	3	.	-7	0	18	-19	36*

High-throughput results (PubChem BioAssay)
